# Screening results from PubChem.
# Pol eta inh – qHTS for Inhibitors of Polymerase Eta; DNA polymerase eta (Homo sapiens), Q9Y253; recombinant Pol eta, fluorescent DNA replication assay; Potency, µM (titrated, usually from 114 µM), for inactives: top-dose activity change, negative = inhibition, actives largely listed as inhibitors; actives 1.2% (n = 390,000); note: potency is the fitted concentration of half-maximal effect; % is set by controls: 0 for no effect and ±100 for the full control effect
#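 Fluorescent replication assay: 50 nM final substrate added after a 15 min room-temperature compound preincubation with 10 nM enzyme. Signal taken at 0 min and again at 10 min.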
# PGK inhibitor – qHTS Assay to Find Inhibitors of Phosphoglycerate Kinase; PGK/GAPDH coupled, Kinase-Glo luminescence, 60 min; Phosphoglycerate kinase, glycosomal (Trypanosoma brucei brucei), P07378; Potency, µM (highest dose often 57.5 µM), for inactives: at the highest dose activity change, negative = inhibition, hits mostly inhibitors; actives 0.043% (n = 380,000); note: potency is the fitted concentration of half-maximal effect; % is set by controls: 0 for no effect and ±100 for the full control effect; nearly all actives have a fitted effect of over 60% in size
# Target sequence (P07378 whole entry, looked up): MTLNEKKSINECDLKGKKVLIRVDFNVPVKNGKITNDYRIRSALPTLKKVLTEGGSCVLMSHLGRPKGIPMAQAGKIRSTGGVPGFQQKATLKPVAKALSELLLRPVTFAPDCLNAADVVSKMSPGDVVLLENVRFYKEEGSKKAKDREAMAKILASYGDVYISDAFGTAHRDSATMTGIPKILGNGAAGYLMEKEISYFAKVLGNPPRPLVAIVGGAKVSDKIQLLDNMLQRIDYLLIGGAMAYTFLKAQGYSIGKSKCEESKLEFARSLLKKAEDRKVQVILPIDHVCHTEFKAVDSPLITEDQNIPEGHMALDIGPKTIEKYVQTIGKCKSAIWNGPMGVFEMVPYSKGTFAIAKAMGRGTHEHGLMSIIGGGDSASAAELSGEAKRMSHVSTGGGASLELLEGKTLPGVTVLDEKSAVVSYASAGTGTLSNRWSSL
#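 Luminescent ATP detection (Kinase-Glo Plus) follows a 60-minute room-temperature incubation, with wells lacking PGK as controls. Buffer: 100 mM TEA (pH 7.6), 5 mM MgCl2, 0.01% Tween-20. Coupling enzyme GAPDH (100 nM final) supplies unstable 1,3-BPG in-well.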
# PI4K2A inh – qHTS for small molecular inhibitors of PI4K2A; purified PI4K2A, ADP-Glo luminescence, 1 h; hits give low values; activity change, negative = inhibition, % at 76.9 µM; actives 0.13% (n = 420,000); AID 1346378, 2018; in the data active = activity change below about -50%; inconclusive = mostly about -30% to -49%;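 note: -100% = wells without enzyme as full effect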
#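 Compounds are screened against recombinant PI4K2A using PI as substrate and ATP, the latter dispensed at 300 microM. Reactions run one hour at ambient temperature before ADP-Glo detection; full inhibition defined by wells lacking enzyme.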
# BAZ2B block – qHTS Assay for Inhibitors of BAZ2B. AID 504333, 2011. AlphaScreen BAZ2B-H3K14Ac peptide displacement. actives 4.4% (n = 360,000). Bromodomain adjacent to zinc finger domain protein 2B (Homo sapiens), Q9UIF8. Potency, µM (doses to about 114 µM), for the others: at the highest dose activity change, negative = inhibition, hits mostly inhibitors; note: potency is the fitted concentration of half-maximal effect; % is set by controls: 0 for no effect and ±100 for the full control effect; nearly all actives have a fitted effect of over 60% in size
#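 Complex of BAZ2B and biotin-H3K14Ac (50 nM apiece) forms over 30 min at RT, then faces library compounds up to 110 uM for another 30 min; AlphaScreen beads added, 20 min dark incubation, luminescence read.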
# Pin1 inhibitor – qHTS Assay to Find Inhibitors of Pin1. AID 504891, 2011. Potency, µM (top dose mostly 115 µM), without a hit: top-dose activity, negative = inhibition, hits mostly inhibitors. actives 0.009% (n = 390,000). Pin1 FP peptide displacement, HiFluor488, 10 min; active = well fitted inhibition curve with a large enough effect in the polarisation, with a control signal flat, not every such curve was filed as active; inconclusive = small, poorly fitted or top-dose-only effect, or effect the other way, or a change in a side signal; inactive = no such curve, though single readings can be large or run the other way; the % refers to the polarisation; note: potency is the fitted concentration of half-maximal effect; % is set by controls: 0 for no effect and ±100 for the full control effect
# Target sequence (Q13526 whole entry, looked up): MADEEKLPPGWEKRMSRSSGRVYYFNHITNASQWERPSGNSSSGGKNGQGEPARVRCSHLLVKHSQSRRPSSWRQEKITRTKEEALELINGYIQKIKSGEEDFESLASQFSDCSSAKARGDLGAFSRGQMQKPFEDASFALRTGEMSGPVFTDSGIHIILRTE
# G9a inh – qHTS Assay for Inhibitors of Histone Lysine Methyltransferase G9a. Potency, µM (titrated, usually from 102 µM), for the others: top-dose activity, negative = inhibition, usual class: inhibitors. G9a H3K9 monomethylation, AlphaScreen, 2 h. Histone-lysine N-methyltransferase EHMT2 (Homo sapiens), Q96KQ7. actives 8.8% (n = 350,000); note: potency is the fitted concentration of half-maximal effect; % is set by controls: 0 for no effect and ±100 for the full control effect; nearly all actives have a fitted effect of over 75% in size
#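 AlphaScreen read-out: biotin-H3K9 peptide (500 nM) methylation by 20 nM enzyme with 20 uM SAM, 2 h at room temperature after 15 min compound preincubation; anti-monomethyl H3K9 antibody plus donor/acceptor beads, 10 min dark.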
# HP1b chromo inh – HTS for Inhibitors of HP1-beta Chromodomain Interactions with Methylated Histone Tails; Chromobox protein homolog 1 (Homo sapiens), P83916; actives 0.56% (n = 390,000); AlphaScreen HP1-beta / biotin-H3K9me3 peptide binding; Potency, µM (series often up to 114 µM), for inactives: at the top dose activity change, negative = inhibition, actives largely listed as inhibitors; note: potency is the fitted concentration of half-maximal effect; nearly all actives have a fitted effect of over 70% in size; inactives centre near 23
# Target sequence (P83916 whole entry, looked up): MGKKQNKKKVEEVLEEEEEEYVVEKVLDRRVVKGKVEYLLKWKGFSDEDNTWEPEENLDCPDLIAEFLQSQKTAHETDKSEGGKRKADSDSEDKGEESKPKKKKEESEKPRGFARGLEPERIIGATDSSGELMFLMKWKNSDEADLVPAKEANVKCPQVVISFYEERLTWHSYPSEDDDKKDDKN
#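 HP1-beta protein (50 nM final) preincubated 30 min at room temperature with biotinylated H3(1-18)K9me3 peptide (50 nM) in PBS pH 7.4, 0.01% Tween-20, then compound added for 30 min. AlphaScreen streptavidin donor/nickel chelate acceptor beads (10 ug/mL final), 30 min dark, luminescence read.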
# JMJD2A Tudor – qHTS Assay for Inhibitors of JMJD2A-Tudor Domain; AlphaScreen JMJD2A-Tudor / H3K4me3 peptide binding; Potency, µM (top dose mostly 114 µM), without a hit: at the top dose activity change, negative = inhibition, actives largely listed as inhibitors; actives 4.4% (n = 390,000); AID 504339, 2011; note: potency is the fitted concentration of half-maximal effect; % is set by controls: 0 for no effect and ±100 for the full control effect; nearly all actives have a fitted effect of over 50% in size
# GLS inhibitor – qHTS for Inhibitors of Glutaminase (GLS); Glutaminase kidney isoform, mitochondrial (Homo sapiens), O94925; GLS enzymatic activity, qHTS titration; actives 0.21% (n = 410,000); Potency, µM (top dose mostly 45.5 µM), inactives show at the top dose activity change, negative = inhibition, actives largely listed as inhibitors; note: potency is the fitted concentration of half-maximal effect; % is set by controls: 0 for no effect and ±100 for the full control effect
#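 hKGA in 45 mM KH2PO4 pH 8.2, 0.02% Tween-20 with pin-transferred compounds; 1 mM L-glutamine (stock) plus glutamate oxidase/HRP/Amplex Red coupling added. Fluorescence read initially and after 30 min at RT.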
# The depositor's hits bear a star; i = inactive; ? = inconclusive; nt = not tested or not shown; & = joins results of further samples; [ ] = another dose, or the depositor's remark. Unless noted, calls come from the whole dose curve; as a rule, active = well fitted curve in the direction sought with a large enough effect; inconclusive = small, poorly fitted or top-dose-only effect, or another doubt; inactive = no such curve, though single readings can be large; an effect the other way counts as inactive or inconclusive.
SMILES,Pol eta inh,PGK inhibitor,PI4K2A inh,BAZ2B block,Pin1 inhibitor,G9a inh,HP1b chromo inh,JMJD2A Tudor,GLS inhibitor
CN(CC1CCCN(CCc2ccc(Cl)cc2)C1)C(=O)c1ccco1 (stereo not drawn),-8%,-9%,-3,nt,4%,nt,8%,-10%,-1%
CCOC(=O)C1(Cc2ccccc2C)CCCN(C(=O)c2ccc(COC)o2)C1 (stereo not drawn),-20%,i,2,0%,-8%,-36%,23%,-12%,-1%
O=C(NCc1ccc(F)cc1)c1nnc(Cc2cccc(F)c2)o1,-7%,7%,2,52%[activator],-11%,59%[activator][59 µM],nt,45%[activator],-2%
O=C(COc1ccccc1)Nc1ccc(S(=O)(=O)N(Cc2ccccc2)c2ccccc2)cc1,-11%,-9%,6,-2%,2%,-2%[59 µM],49%[activator],-3%,2%
O=C(CN1C(=O)CCC1=O)Nc1ccc2c3c(cccc13)CC2,?,2%,-1,8%,0%,6%[59 µM],14%,13%,0%
O=C(c1cc(COc2cccc3cnccc23)on1)N1CCC(c2ccccc2Cl)C1 (stereo not drawn),-3%,i,-7,?,47%[activator],?,29%,-35%,0%
O=C(NCCc1ccc(Cl)cc1)c1cc2c(s1)-c1ccccc1OC2,-9%,i,2,3%,?,11%[59 µM],11%,-26%,2%
Fc1ccc(-c2nnc(-c3ccc(Cl)cc3)o2)cc1,-7%,-1%,4,-3%,-3%,21%[59 µM],15%,-13%,2%
CCOC(=O)C(NC(C)=O)(Nc1ccc(F)cc1)C(F)(F)F (stereo not drawn),-7%,-4%,-3,4%,1%,4%,27%,-23%,-2%
Cc1ccc(OC(=O)c2sc(Cl)nc2C)cc1C,-11%,i,-3,95%[activator],10%,72%[activator][59 µM],109%[activator],46%[activator],-4%
O=C(Nc1cccc(F)c1)c1ccccc1,-10%,2%,4,9%,-1%,12%[59 µM],39%[activator],1%,4%
CCCOCC1CC2(CC(C)(c3csc(N)n3)OC2=O)C(=O)O1 (stereo not drawn),-6%,4%,8,-3%,-2%,-7%[59 µM],23%,-3%,8%
Cc1c(C(c2ccc(C(=O)O)cc2)c2c(C)n(C)n(-c3ccccc3)c2=O)c(=O)n(-c2ccccc2)n1C,-18%,-13%,0,-23%,-14%,?,22%,-3%,-4%
CC(=O)Nc1ccccc1-c1nn[nH]n1,-19%,-3%,-11,?,-1%,?,34%,-6%,4%
Cc1ccccc1CNS(=O)(=O)c1csc(C(N)=O)c1,-7%&-19%,-2%&-1%,-3&5,-21%&-14%,-3%&-2%,28%,72%&37%[activator],-9%&1%,0%&4%
Brc1ccc2[nH]c3c(c2c1)CCC3,-22%,i,-2,50µM*,-1%,?,-22%,?,-8%
Cc1ccc(NC(=O)c2ccc(NCCCN3CCC(C)CC3)c([N+](=O)[O-])c2)cc1F,5%,2%,-7,-12%,?,71µM*,2%,79µM*,0%
CN(C)CCN(Cc1ccco1)C(=O)c1oc2ccccc2c1NC(=O)c1ccccc1,4%,-8%,-3,-20%[57.1 µM],?,?,17%,?,18%
O=C(NCc1nc2ccccc2[nH]1)c1cccc(Cl)c1,-2%,-9%,-5,-2%,9%,5%[59 µM],31%,-1%,0%
CC(C)(C#N)N([O-])C=C[N+](=O)C(C)(C)C#N,6%,5%,-2,0%,1%,-17%[59 µM],40%[activator],-28%,10%

# Further structures.
SMILES,Pol eta inh,PGK inhibitor,PI4K2A inh,BAZ2B block,Pin1 inhibitor,G9a inh,HP1b chromo inh,JMJD2A Tudor,GLS inhibitor
COc1cccc(NC(=O)CN(C)C(=O)c2cc(C3CC3)nn2-c2ccccc2)c1,-14%,i,-5,-24%,7%,2%[2.33 µM],57%[activator],-15%,-3%
CCCOc1ccc(C(=O)Nc2cc(S(=O)(=O)N3CCOCC3)ccc2N2CCN(CC)CC2)cc1OC,-10%,-9%,-8,nt,-8%,nt,-11%,-20%,14%
COc1cc(NC(=O)C2CCN(S(=O)(=O)c3c(C)noc3/C=C/c3ccccc3F)CC2)cc(OC)c1OC,5%,3%,0,2%,4%,-5%[59 µM],24%[57 µM],3%,8%
O=C(COC(=O)C1CCN(c2ccc(C(F)(F)F)cn2)CC1)Nc1ccc(F)cc1[N+](=O)[O-],-6%,4%,0,?,-11%,11µM*,?,?,1%
CCCCn1c(=O)c(Cc2ccccc2)c(O)c2ccccc21,-7%,-8%,-3,-1%,0%,1%[59 µM],15%,-14%,14%
O=C(CN(Cc1ccc(Cl)cc1)C(=O)c1csnn1)NCc1ccccc1,-5%,-3%,-8,1%,-8%,20%,-2%,-14%,4%
CN(C)S(=O)(=O)c1ccc(SCC(=O)Nc2cccc(S(=O)(=O)N3CCCC3)c2)nc1,0%,i,-5,nt,22%,nt,32%,-17%,-1%
Cc1ccc(NC(=O)CSc2nnc(N)s2)cc1S(=O)(=O)N1CCCCC1,-15%,-2%,4,-13%,-6%,?,15%,-23%,4%
CCCc1nc2ccccc2c(=O)n1CC(=O)c1ccccc1,-12%,nt,6,0%,-9%,-5%,51%[activator],1%,-15%
Cc1nc(N2CCC(C)CC2)c2c(C)c(C(=O)Nc3ccc(C)c(F)c3)sc2n1,-2%,-9%,1,9%,2%,8%,15%,-15%,0%
CCCCN(CC)C(=O)Cc1ccc(Br)cc1,-5%,i,-5,0%,-12%,17%[59 µM],27%,9%,4%
CC(=O)Nc1ccc(NC(=O)CSc2nc(C)nc3sc(C)c(C)c23)cc1,-9%,-9%,-6,-16%,2%,?,35%,-5%[11.4 µM],-7%
Cc1cc(C)cc(NC(=O)C(=O)NCC2CCCO2)c1 (stereo not drawn),-19%,nt,1,-13%,-3%,-114%[59 µM],60%[activator],-1%,-8%
CC(C)(C)c1ccc(Cn2c(Cc3ccccc3)nc3ccccc32)cc1,-9%,i,1,17%,1%,-30%[59 µM],47%[activator],16%,0%
O=C(CCn1cnnn1)Nc1ccc(Cl)c(Cl)c1,-18%,-5%,-2,7%,7%,-4%,28%,-1%,-5%
C=CCN1C(=O)NC(c2ccccc2)(C(F)(F)F)S/C1=C(\C#N)c1nnc(N2CCOCC2)n1-c1ccccc1 (stereo not drawn),-19%,1%,-9,-1%,3%,16%[59 µM],35%,-25%,1%
Cc1ccc(S(=O)(=O)N2CCCCC2)cc1C(=O)c1nccn1C,-11%,0%,7,1%,-3%,-7%[59 µM],18%,-15%,0%
COc1cccc(NC(=O)CSc2ccc(-c3sc(C)nc3C)nn2)c1,-4%,-1%,-1,-3%,-2%,14%,3%,-13%,-1%
CCOC(=O)c1ccccc1Cc1nc2ccccc2c(=O)[nH]1,-7%,4%,1,-2%,-1%,14%[59 µM],19%,-3%,12%
COc1cccc(NS(=O)(=O)c2cc3c(cc2C)NC(=O)CO3)c1,-11%,-6%,-6,-4%,-7%,12%,47%,-6%,-5%
Cc1ccc(S(=O)(=O)n2nc(-c3cccnc3)nc2N)cc1,-19%,-2%,3,-3%,-6%,4%,32%,-3%,6%
COc1cc2c(cc1OC)CN(C(=O)CSc1nc(N)c(C#N)cc1C#N)CC2,6%,5%,9,-10%,?,?,34%,-12%,0%

# Pulled by compound from above:
SMILES,Pol eta inh,PGK inhibitor,PI4K2A inh,BAZ2B block,Pin1 inhibitor,G9a inh,HP1b chromo inh,JMJD2A Tudor,GLS inhibitor
Cc1nc(N2CCC(C)CC2)c2c(C)c(C(=O)Nc3ccc(C)c(F)c3)sc2n1,-2%,-9%,1,9%,2%,8%,15%,-15%,0%
O=C(COC(=O)C1CCN(c2ccc(C(F)(F)F)cn2)CC1)Nc1ccc(F)cc1[N+](=O)[O-],-6%,4%,0,?,-11%,11µM*,?,?,1%
O=C(CCn1cnnn1)Nc1ccc(Cl)c(Cl)c1,-18%,-5%,-2,7%,7%,-4%,28%,-1%,-5%

# Full records from above:
# Listed for CC(C)(C#N)N([O-])C=C[N+](=O)C(C)(C)C#N : Pol eta inh: 6%; PGK inhibitor: 5%; PI4K2A inh: -2; BAZ2B block: 0%; Pin1 inhibitor: 1%; G9a inh: -17%[59 µM]; HP1b chromo inh: 40%[activator]; JMJD2A Tudor: -28%; GLS inhibitor: 10%
# Listed for Fc1ccc(-c2nnc(-c3ccc(Cl)cc3)o2)cc1 : Pol eta inh: -7%; PGK inhibitor: -1%; PI4K2A inh: 4; BAZ2B block: -3%; Pin1 inhibitor: -3%; G9a inh: 21%[59 µM]; HP1b chromo inh: 15%; JMJD2A Tudor: -13%; GLS inhibitor: 2%
# Listed for O=C(Nc1cccc(F)c1)c1ccccc1 : Pol eta inh: -10%; PGK inhibitor: 2%; PI4K2A inh: 4; BAZ2B block: 9%; Pin1 inhibitor: -1%; G9a inh: 12%[59 µM]; HP1b chromo inh: 39%[activator]; JMJD2A Tudor: 1%; GLS inhibitor: 4%

# An excerpt. The share of hits here may be higher or lower than overall.
